Compound activity: PubChem BioAssay, several laboratories
GPR55 beta-arrestin: GPR55 agonists via beta-arrestin recruitment, primary screen, imaging, U2OS cells, beta-arrestin-GFP redistribution (AID 1961) | U2OS GPR55 beta-arrestin-GFP redistribution imaging; higher % means a stronger effect | 0.048% of 290,000 active | one-dose activation, % at 10 µM; EC50 in µM for titrated hits;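 active = activation above 40% with more than 50 cells counted in the well; inconclusive = wells holding fewer than 50 cells, flagged as toxic or sparse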;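 also: U2OS osteosarcoma cells stably expressing GPR55 and beta-arrestin-GFP; plate controls were DMSO negative control for no effect and LPI positive control for full effect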
GPR35 arrestin U2OS: GPR35 antagonists blocking zaprinast-driven arrestin recruitment, primary screen, imaging, U2OS, beta-arrestin-GFP, zaprinast agonist (AID 2058). G-protein coupled receptor 35 (Homo sapiens). U2OS GPR35 beta-arrestin-GFP translocation imaging, zaprinast antagonism; higher % means a stronger effect. inhibition, % at 10 µM; hits with a dose series show IC50 in µM. 0.052% of 290,000 active;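 active = inhibition of at least 50% with at least 30 cells and total cytoplasm GFP at most 10,000,000; inconclusive = under 30 cells or total GFP of 10,000,000 plus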
NTR1 agonist: agonists of NTR1, primary screen, imaging, U2OS cells, beta-arrestin-GFP, high content (AID 493036); Neurotensin receptor type 1 (Homo sapiens), P30989; NTR1-U2OS beta-arrestin-GFP spot imaging, agonist mode; activation, % at 20 µM; 0.17% of 330,000 active;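 active = activation at or above 40% of the spot to cytoplasm intensity ratio, with at least 20 cells analyzed; inconclusive = wells under 20 cells, flagged as cytotoxic or low count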;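 also: 0% = DMSO without peptide and 100% = 100 nM NTR1 peptide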
Target sequence (P30989 whole entry, looked up): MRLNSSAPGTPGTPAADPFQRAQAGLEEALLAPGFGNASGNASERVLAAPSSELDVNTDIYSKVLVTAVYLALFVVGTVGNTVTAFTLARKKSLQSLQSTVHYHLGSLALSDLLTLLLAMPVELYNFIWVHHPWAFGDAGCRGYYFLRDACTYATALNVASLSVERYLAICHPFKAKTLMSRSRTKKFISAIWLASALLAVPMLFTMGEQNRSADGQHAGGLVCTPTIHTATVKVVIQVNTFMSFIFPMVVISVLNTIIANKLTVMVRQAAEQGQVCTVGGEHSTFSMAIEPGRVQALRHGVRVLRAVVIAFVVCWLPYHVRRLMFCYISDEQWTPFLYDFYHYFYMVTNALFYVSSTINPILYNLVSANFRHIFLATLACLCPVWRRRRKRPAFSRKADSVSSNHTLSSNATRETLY
K1F lysis inhibition: inhibition of K1F phage lysis, E. coli UTI89, bacterial capsule biogenesis inhibitors, alamar blue (AID 488966); inhibition, % at 100 µM; hits with a dose series show IC50 in µM; 0.02% of 340,000 active; E. coli UTI89 K1F phage lysis, alamar blue, 2 h; higher % means a stronger effect;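 active = phage lysis inhibition, versus mean bacterial control, above a set limit; inconclusive = no clear call, values can overlap the other calls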;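 also: capsule biogenesis inhibitors block K1F phage lysis so surviving cells raise fluorescence; higher fluorescence means more inhibition of phage lysis; actives were called in the ten point dose series up to 300 µM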
NOD1 NF-kB reporter: NOD1 signaling inhibitors, primary screen, cell-based, luminescence, uHTS (AID 1578). NOD1-driven NF-kB luciferase reporter cells, luminescence; higher % means a stronger effect. one-dose inhibition, % at 4 µM; EC50 in µM for titrated hits. 1% of 290,000 active; in the data active = inhibition mostly above about 36%, no sharp cut-off; inactive = mostly below about 34%;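 also: HEK-293T reporter cells stimulated with the NOD1 agonist gamma-tri-DAP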
MgcRacGAP inhibition: MgcRacGAP GTPase-activating activity inhibitors, confirmation, biochemical, ADP Hunter fluorescence | MgcRacGAP-stimulated Rac1 GTP hydrolysis, ADP Hunter fluorescence; higher % means a stronger effect; GST-tagged Rac1 F28L mutant substrate | inhibition, % at 30 µM; hits with a dose series show IC50 in µM | 0.6% of 340,000 active | AID 624330, 2012;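 active = first-screen hits whose inhibition reached a set limit at any dose in the follow-up dose series; inconclusive = inhibition above the set first-screen limit but never retested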;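 also: fluorescence reports GDP produced by GAP-driven GTP hydrolysis; strong numbers were not always called active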
KOR beta-arrestin-1: KOR antagonists, beta-arrestin recruitment, cell-based, luminescence, uHTS (AID 1778) | Kappa-type opioid receptor (Homo sapiens) | KOR beta-arrestin recruitment, luminescence, antagonist mode; higher % means a stronger effect | one-dose inhibition, % at 10 µM; IC50 in µM for titrated hits | 0.091% of 290,000 active; in the data active = inhibition above about 50%; also: strong numbers were not always called active
GPR55 LPI antagonism: GPR55 antagonists blocking LPI-driven arrestin recruitment, primary screen, imaging, U2OS, beta-arrestin-GFP, LPI agonist (AID 2013). inhibition, % at 10 µM, or IC50 in µM where a hit was titrated. 0.13% of 290,000 active. U2OS GPR55 beta-arrestin-GFP translocation imaging, LPI antagonism; higher % means a stronger effect. G-protein coupled receptor 55 (Homo sapiens);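 active = spots per cell inhibited over 60%, with over 100 cells counted and total cytoplasm intensity under 500,000; inconclusive = wells with under 100 cells, flagged as likely toxic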;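 also: U2OS cells stably carrying GPR55 and arrestin-GFP stimulated by 5 µM LPI near EC80; imaged beta-arrestin-GFP aggregate spots per cell after agonist stimulation; plate controls were LPI-stimulated DMSO wells for no effect and DMSO wells without LPI for full effect; some results filed as inactive read as strong as hits; confirmed hits need IC50 under 10 µM and bright autofluorescent wells are also inconclusive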
KOR beta-arrestin-2: KOR agonists, beta-arrestin recruitment, primary screen, cell-based, luminescence, uHTS (AID 1777); activation, % at 10 µM; hits with a dose series show EC50 in µM; 0.02% of 280,000 active; KOR beta-arrestin recruitment, luminescence; higher % means a stronger effect; Kappa-type opioid receptor (Homo sapiens); in the data active = activation above about 50%, passing the limit was not always enough; also: a part of the inactive calls stands beside numbers as strong as those of hits
NTR1 agonist cell count 20 µM: further read-out of NTR1 agonist, marked with its call; cell count; measured here: cell count, cytotoxicity flag
* hit, by the source's call; ? = inconclusive; . = no result given; [ ] = another dose, or the depositor's remark. This is a subset (hit frequency here may not be typical).

SMILES	GPR55 beta-arrestin	GPR35 arrestin U2OS	NTR1 agonist	NTR1 agonist cell count 20 µM	K1F lysis inhibition	NOD1 NF-kB reporter	MgcRacGAP inhibition	KOR beta-arrestin-1	GPR55 LPI antagonism	KOR beta-arrestin-2
COc1cccc(C(C2C(=O)CC(C)(C)CC2=O)C2C(=O)CC(C)(C)CC2=O)c1	-0.2%	-15%	2.0	87	0.3%[50 µM]	-11%	7%	-20%	5%	3.2%
CCNC(=S)N/N=C/c1c(Cl)cccc1Cl	1.5%	0%	-1.6	84	0.2%	-22%	11%	.	18%	10%
CC1(C)Oc2ccc3ccc(=O)oc3c2/C(=C/Nc2ccccc2)C1=O	0.0%	9%	9.7	72	1.1%	-21%	8%	1%	7%	-7.7%
CCc1ccc(NC(=S)/N=C(\N)Nc2nc(C)c3cc(CC)ccc3n2)cc1	-0.1%	-15%	3.1	61	0.3%	-19%	13%	-58%[20 µM]	15%	-1.0%
Cc1nc2ccccc2n1CC(=O)N/N=C/c1cccs1	0.1%	14%	2.9	68	0.2%	-13%	9%	.	-2%	.
CC12CCC(C/C1=N/O)C2(C)CBr (stereo not given)	-0.1%	11%	-0.1	63	0.7%	3%	2%	0%	6%	-2.3%
CCCCOc1cccc(NC(=O)CSc2nccn2C)c1	0.2%	0%	4.2	83	0.5%	.	17%	5%	13%	1.6%
CCOC(=O)C1CCCN(c2oc(-c3ccc(OC)cc3)nc2C#N)C1 (stereo not given)	0.3%	-5%	-0.6	45	0.1%	-35%	8%	-28%	-13%	-5.6%
Cn1c2c(c(=O)n(C)c1=O)C(c1cccc(F)c1)C(C#N)=C(N)O2 (stereo not given)	-0.1%	1%	1.8	57	-2.3%	-8%	-13%	-9%	0%	1.7%
Cc1cccc(C)c1NC(=O)CN1C(=O)S/C(=C\c2cccn2-c2cccc(C(=O)O)c2)C1=O	0.2%	6%	0.0	58	-0.2%	-12%	3%	-5%	19%	-1.7%
COCCn1c(SCC(=O)N2CCOCC2)nnc1-c1ccncc1	0.0%	3%	-0.3	45	0.3%	-38%	6%	-18%	-2%	1.4%
COC(=O)/C=C1/N/C(=N\c2nc(C)cc(C)n2)N(c2ccccc2)C1=O	-0.4%	-5%	2.9	83	1.5%[50 µM]	-26%	4%	-11%	9%	20%
COc1ccc(-c2n[nH]c(=S)n2Cc2ccco2)cc1	0.0%	-7%	1.3	74	7.4%	-3%	17%	2%	10%	-0.4%
Cn1cc(C(=O)NCC2COc3ccccc3O2)c(=O)c2cc(S(=O)(=O)N3CCCCC3)ccc21 (stereo not given)	-0.1%	-6%	0.7	40	5.7%	-18%	5%	-40%	24%	-1.5%
CS(=O)(=O)N(CC(=O)N1CCN(c2ccc(F)cc2)CC1)c1ccc(F)c(Cl)c1	-0.2%	-10%	-0.4	57	-0.5%	-1%	13%	-11%	8%	-9.0%
Cc1cc2cc(CN(CC3CCCO3)C(=O)c3cnccn3)c(=O)[nH]c2cc1C (stereo not given)	-0.1%	11%	0.2	52	0.1%	-7%	3%	-16%	2%	7.5%
CC(C)(C)C(=O)Nc1cc2c3c(c1)CCC(=O)N3CCC2	-0.3%	13%	-0.5	62	-0.2%	-8%	8%	-12%	0%	-2.8%
CC1CNc2c(cccc2S(=O)(=O)N[C@@H](CCCN=C(N)N)C(=O)N2CC[C@@H](C)C[C@@H]2C(=O)O)C1 (stereo not given in full)	-0.5%	-12%	.	.	.	-6%	.	6%	2%	-4.5%
Cc1ccnc(NC(=O)CCC(=O)N(CC(=O)NC2CCCCC2)CC2CCCO2)c1 (stereo not given)	-0.2%	23%	0.8	54	0.2%	4%	10%	11%	10%	1.6%
O=c1oc2c3c4c(cc2c(C(F)(F)F)c1CCN1CCOCC1)CCCN4CCC3	-0.2%	16%	-4.0	83	3.8%	42%	-3%	9%	0%	-0.8%
NNC(=O)c1nn(-c2ccc(Cl)cc2)cc1O	0.3%	1%	6.9	54	0.1%	-12%	9%	7%	2%	0.2%
COc1ccc(CCNC(=O)Cn2c(-c3nonc3N)nc3ccccc32)cc1OC	-0.1%	4%	-1.3	62	10%	-18%	12%	.	11%	.
Nc1nc(NC(=O)/C=C/c2ccccc2)nn1-c1ccccc1	-0.2%	3%	0.1	78	3.9%[50 µM]	-22%	6%	2%	-6%	2.9%
CC(C)Cc1ccc(CN2CCCC(NC(=O)CCN3CCOCC3)C2)cc1 (stereo not given)	-0.1%	23%	-0.4	46	0.1%	-21%	9%	3%	22%	-1.4%
Cc1c(Cc2ccccc2)c(=O)oc2cc(O)ccc12	-0.2%	5%	-0.1	68	0.1%	0%	7%	-29%	-6%	0.2%

An excerpt from above, showing only GPR35 arrestin U2OS, NOD1 NF-kB reporter and GPR55 LPI antagonism.
Compound,GPR35 arrestin U2OS,NOD1 NF-kB reporter,GPR55 LPI antagonism
CCc1ccc(NC(=S)/N=C(\N)Nc2nc(C)c3cc(CC)ccc3n2)cc1,-15%,-19%,15%
COC(=O)/C=C1/N/C(=N\c2nc(C)cc(C)n2)N(c2ccccc2)C1=O,-5%,-26%,9%

Other records.
SMILES	GPR55 beta-arrestin	GPR35 arrestin U2OS	NTR1 agonist	NTR1 agonist cell count 20 µM	K1F lysis inhibition	NOD1 NF-kB reporter	MgcRacGAP inhibition	KOR beta-arrestin-1	GPR55 LPI antagonism	KOR beta-arrestin-2
COC(=O)C1=C(C)N(Cc2ccccc2)C(=S)N[C@H]1c1cccc(F)c1	0.0%	8%	2.7	93	2.5%	-10%	5%	-44%[20 µM]	19%	-0.3%
O=C(/C=N/O)NCc1ccncc1	-0.1%	-18%	1.0	38	0.3%	-15%	5%	1%	20%	-2.2%
c1ccc(-c2ccccc2OCCn2cncn2)cc1	0.2%	14%	2.7	45	0.7%	26%	3%	-70%	12%	-2.2%
CC(=O)N1CCSc2ccc(S(=O)(=O)Nc3ccccc3C)cc21	-0.1%	4%	-1.5	67	-0.4%	16%	7%	-15%	2%	5.0%
Oc1nc(Nc2ccc(Cl)cc2Cl)sc1/C=C1\C=Nc2ccccc21	-0.2%	-15%	3.0	35	1.6%	.	10%	32%	38%	0.7%
Cc1cc(C(=O)NC2CC(C)(C)Cc3c2cnn3-c2ccc(F)cc2)nn1C (stereo not given)	-0.2%	17%	0.8	53	0.1%	-25%	-14%	5%	15%	-3.2%
COc1ccc(CN2CCN(S(=O)(=O)c3ccc(NC(C)=O)cc3)CC2)cc1	0.0%	-6%	-1.0	63	-0.2%	8%	?	21%	2%	-0.7%
CCN(CC)C(=O)n1c(Cc2ccccc2)nc2ccccc21	-0.1%	12%	0.6	75	-0.1%	-17%	1%	-30%[20 µM]	-1%	1.9%
CCCCNc1nc2ccccc2nc1NS(=O)(=O)c1cccs1	-0.4%	14%	0.3	46	-0.1%	9%	3%	-24%	4%	3.9%
COCCC1CCCCN1C(=O)c1cccc(OC2CCN(S(C)(=O)=O)CC2)c1 (stereo not given)	-0.1%	5%	0.6	67	0.1%	-22%	7%	10%	3%	4.8%
COc1ccc(CNC(=O)C(C)OC(=O)CN2C(=O)COc3ccccc32)cc1 (stereo not given)	0.2%	-9%	-0.3	41	0.0%	-36%	4%	2%	0%	-3.0%
Cc1ccsc1CNC1C2CC3CC(C2)CC1C3 (stereo not given)	-0.2%	7%	3.5	62	0.1%	-15%	-2%	8%	-5%	-1.1%
Cc1c(NC(=O)COC(=O)/C=C/c2ccc(Cl)cc2)c(=O)n(-c2ccccc2)n1C	-0.6%	-14%	0.5	42	-0.3%	-13%	-2%	-6%	10%	-0.1%
O=C(c1ccccc1NS(=O)(=O)c1cccc(C(F)(F)F)c1)N1CCc2ccccc21	-0.4%	-9%	1.7	66	4.0%	-5%	6%	-45%	2%	3.5%
Cc1cccc2c(CC(=O)O)noc12	0.1%	23%	-0.2	29	7.9%	-17%	1%	-57%	5%	3.7%
COc1ccc(C(=O)NNC(=O)C(=O)Nc2ccc(C)c(Cl)c2)cc1	-0.2%	0%	-0.1	37	-0.1%	-14%	0%	-25%	-9%	-0.2%
CC(C)CCOc1ccc(-c2c(=O)n(OCc3ccc([N+](=O)[O-])cc3)c3ccccc3[n+]2[O-])cc1	0.2%	23%	2.0	55	0.6%	7%	-1%	3%	6%	-1.2%
CCOC(=O)c1oc2c(c1C)C(=O)CCC2	0.9%	-25%	-0.3	86	0.9%[50 µM]	-11%	10%	-17%	-7%	7.3%
COc1ccc(NC(=O)/C=C/c2cccc(Br)c2)cn1	0.3%	-2%	0.3	38	-0.6%	-56%	9%	6%	19%	-4.1%
CC(C)CCNC(=O)CN(Cc1ccccc1)C(=O)CCC(=O)Nc1nccs1	0.6%	-2%	-1.7	49	0.0%	-13%	3%	-24%	0%	1.0%
CCN(CC)C(=O)c1cccc2nc3ccccc3nc12	-0.1%	0%	-0.9	41	1.0%	-12%	8%	12%	13%	7.2%
CCOc1cccc(NC(=O)CSc2sc3c(O)cc(=O)[nH]c3c2C#N)c1	0.1%	11%	-1.3	53	0.3%	-17%	11%	0%	12%	-1.8%
OCc1nc(CO)n(Cc2ccccc2)n1	-0.2%	3%	0.8	63	-4.0%	-37%	-1%	4%	-2%	6.3%
CCOC(=O)c1nnn2c1nc(SCC(C)=O)c1ccccc12	-0.2%	-4%	0.1	59	.	-6%	.	10%	-9%	-1.0%
CC(=O)c1ccc(OCc2ccccc2)c(C)c1O	0.2%	0%	-1.1	95	2.2%	-47%	9%	-7%	3%	-0.8%
O=C(NCCC1=CCCCC1)C1CCN(S(=O)(=O)c2ccc(Br)s2)CC1	-0.1%	-8%	1.9	74	0.3%	-22%	3%	19%	7%	-1.1%
O=C(c1ccccc1)c1ccc(OCC(O)CN2CCCC2)cc1 (stereo not given)	-0.1%	27%	1.1	61	0.4%	-5%	11%	-8%[20 µM]	16%	.
CCN(CC)S(=O)(=O)c1ccc2c(c1)nc(SCn1nnc3ccccc3c1=O)n2CC	-0.1%	-8%	-0.7	86	1.5%	-14%	6%	-7%	2%	-3.7%
CC(C)C[C@H](N)c1nnc(S(=O)(=O)Cc2ccc(F)cc2)o1	0.1%	37%	5.0	36	-1.0%	61%	13%	44%	7%	12%
O=c1c2ccccc2c(-c2cccc(C(F)(F)F)c2)nn1-c1ccccc1	-0.2%	-8%	6.2	58	1.3%	-3%	13%	12%	20%	-5.0%
